yeast mlh1 rad18: NCI yeast anticancer drug screen, S. cerevisiae mlh1 rad18 strain; % growth inhibition at 50 µM; actives 11% (n = 79,000);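 further: 0% = growth of vehicle-only cultures of the same strain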
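Test agents were incubated with a yeast strain of defined genotype (DNA damage repair defect). Inhibition of growth was derived by comparison with vehicle-exposed cultures.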
yeast mec2-1: NCI yeast anticancer drug screen, S. cerevisiae mec2-1 strain; growth inhibition, % at 50 µM; actives 9% (n = 79,000); AID 157;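 further: 0% = growth of vehicle-only cultures of the same strain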
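Yeast mec2-1 mutant treated with compound. Readout: growth inhibition vs vehicle controls.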
yeast bub3: NCI yeast anticancer drug screen, S. cerevisiae bub3 mutant strain; % growth inhibition at 50 µM; actives 9.9% (n = 78,000);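 further: 0% = growth of vehicle-only cultures of the same strain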
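Growth of a checkpoint-deficient yeast mutant is measured after compound exposure. Values represent inhibition relative to vehicle.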
yeast sgs1 mgt1: NCI yeast anticancer drug screen, S. cerevisiae sgs1 mgt1 strain. actives 10% (n = 78,000). AID 161. growth inhibition, % at 50 µM;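 further: 0% = growth of vehicle-only cultures of the same strain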
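Growth of a repair-deficient yeast mutant was monitored after compound treatment and expressed as inhibition relative to vehicle-treated cultures.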
rad50: NCI yeast anticancer drug screen, S. cerevisiae rad50 strain | % growth inhibition at 50 µM | actives 10% (n = 79,000) | AID 155;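 further: 0% = growth of vehicle-only cultures of the same strain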
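Genetically altered yeast (DNA repair pathway); compound treatment; growth inhibition vs vehicle ctrl.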
cln2 rad14: NCI yeast anticancer drug screen, S. cerevisiae cln2 rad14 strain | % growth inhibition at 50 µM | actives 8.3% (n = 78,000) | AID 165;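 further: 0% = growth of vehicle-only cultures of the same strain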
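The screen exposed genetically defined yeast (cln2 rad14) to test compounds and scored growth inhibition relative to vehicle-treated controls.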
Numbers without * were called inactive; . = not tested or not shown; & = joins results of further samples. No stated cut-off is given here; in the data, active means growth inhibition above about 70%; inactive means the rest.

SMILES	yeast mlh1 rad18	yeast mec2-1	yeast bub3	yeast sgs1 mgt1	rad50	cln2 rad14
CC(=O)OC1C(O)C(C)OC(OC2C(OC(=O)C3CCC4C(C3)OC3(CC(OC(=O)/C=C/c5ccccc5)C(C)CO3)C43CO3)OC(C)C(O)C2OC(C)=O)C1O (stereo unspecified)	92*	93*	92*	93*	91*	90*
COC(=O)C1(F)C(=O)NC(=O)NC1O (stereo unspecified)	2	-3	1	4	-5	15
O=C(O)C(CSC(c1ccccc1)c1ccccc1)NC(=O)C(c1ccccc1)c1ccccc1 (stereo unspecified)	97*	83*	86*	70	52	96*
CCOC(=S)S.[Pb]	10	22	26	27	19	14
NC(=O)c1cc([N+](=O)[O-])c(N(CCCl)CCCl)c([N+](=O)[O-])c1	18	17	-2	5	14	18
CCC[N+](CCC)(CCC)CCC.N#CN=C([SH2+])[SH2+].N#CN=C([SH2+])[SH2+].[Pt+2]	50	44	14	90*	79*	14
NC(=O)c1cc(N(CCCl)CCCl)c([N+](=O)[O-])cc1[N+](=O)[O-]	6	-11	19	10	39	14
Cn1c(=O)n(C)c(=O)n(C)c1=O	-13	7	15	-5	4	-2
CCOP(=S)(NCCCOC)OCC	2	6	23	12	0	-32
CC(C(=O)c1ccccc1)N(C)Cc1ccccc1 (stereo unspecified)	17	-2	43	7	-27	-37
CCOP(=O)(OCC)/C(C#N)=C/c1ccoc1	-51	-6	-30	-58	-36	-15
CN1CCC2CC(=O)NC1(C)C2(C)C (stereo unspecified)	12	2	-2	18	13	4
CN1C2CCC1CC(OC(=O)/C=C\c1ccccc1)C2 (stereo unspecified)	10	-8	8	-5	29	2
O=[As]c1ccc(Cl)cc1Cl (stereo unspecified)	99*	100*	99*	100*	100*	99*
CC(=N\O)/C(C)=N/O.CC(=N\O)/C(C)=N/O.[Ni]	-11	4	5	-7	-5	1
Nc1c(Cl)cccc1C(=O)O	35	27	24	46	54	13
O=C(N1CCOCC1)C1(c2ccccc2)CCNCC1	-21	-21	-52	-33	-16	9
COc1cc(CCN(C)C)cc(OC)c1OC	-31	-14	-30	-23	0	-10
CC1(C)c2ccccc2C(c2ccccc2)(c2ccccc2)[N+]1(C)C	49	34	22	52	63	22
CC1(C(=O)O)OC1c1ccccc1 (stereo unspecified)	-8	1	10	7	4	-12
Oc1ccccc1C=NCCN=Cc1ccccc1O.[Zn+2]	-18	-2	-8	-25	-29	-54
Oc1ccc2ccccc2c1O	86*	51	70*	57	66	34
CCCCCCCCCCCC[As](=O)(O)O	99*	99*	99*	98*	99*	99*
CC(=O)C(CN(C)Cc1ccccc1)C(c1ccccc1)c1c(O)c2ccccc2oc1=O (stereo unspecified)	76*	56	71*	72*	69	48
N=C(N)c1cccc(O)c1	8	-4	-12	3	11	-41

Gathered by group, the compounds so far containing a cyano group
SMILES	yeast mlh1 rad18	yeast mec2-1	yeast bub3	yeast sgs1 mgt1	rad50	cln2 rad14
CCC[N+](CCC)(CCC)CCC.N#CN=C([SH2+])[SH2+].N#CN=C([SH2+])[SH2+].[Pt+2]	50	44	14	90*	79*	14
CCOP(=O)(OCC)/C(C#N)=C/c1ccoc1	-51	-6	-30	-58	-36	-15

The results go on.
SMILES	yeast mlh1 rad18	yeast mec2-1	yeast bub3	yeast sgs1 mgt1	rad50	cln2 rad14
O=CC(O)C(O)C(O)C(O)COP(=O)(O)Cc1ccccc1 (stereo unspecified)	8&-48	-25&-12	-9&-10	-33&-62	5&-45	28&-25
Cc1c(C)c(C)c(CCN(C)C)c(C)c1C	15	0	36	-9	28	16
NC(CSSCC(N)C(=O)c1ccccc1)C(=O)c1ccccc1 (stereo unspecified)	4	1	7	9	24	6
CCC(=O)NCC1CCCN2CCCCC12 (stereo unspecified)	-22	-8	7	-18	-5	3
O=C(O)c1cc(N=Nc2ccc([As](=O)(O)O)cc2)ccc1O	8	-24	-8	-34	10	-6
CCCN(CCC)CCN1C(=O)NC(C)(c2ccccc2)C1=O (stereo unspecified)	22	-2	-5	-6	3	-10
Cc1ccc([NH-])cc1.Cc1ccc([NH-])cc1.[Cl][Pt+2][Cl]	-11	-7	4	4	-32	-62
O=[N+]([O-])c1cccc(CBr)c1	13	-4	-1	5	15	6
COC1(O[C@H]2CC[C@H]3[C@@H]4CCC5=CC(=O)CC[C@]5(C)[C@H]4CC[C@]23C)CCCCC1	99*	100*	99*	100*	99*	99*
Cc1ccc(C2=CCNCC2)cc1	-3	-24	-12	-4	-9	7
Cl/C=C(\Cl)CCl	-9	12	8	2	2	-8
C1COCCOP2(N3CC3)=NP(N3CC3)(=NP(N3CC3)(N3CC3)=N2)OCCOCCO1 (stereo unspecified)	-5	-10	-19	-20	5	-13
NC(=S)NNC1(O)C(=O)NC(=O)NC1=O	-8	-16	-10	-5	-11	-23
O=NNc1ccc2cccnc2n1	-2	-12	-1	-9	-28	-9
c1ccc2c(c1)O[As](O[As]1Oc3ccccc3O1)O2	10	5	.	.	-4	.
CCOP(=O)(OCC)O/N=C(/C)c1ccccc1C(F)(F)F	-1	2	4	24	22	3
CN(C)S(=O)(=O)N(SC(F)(Cl)Cl)c1ccccc1	99*	99*	99*	99*	99*	99*
CCC1(NC(=O)CCl)C(=O)NC(=O)NC1=O	-18	-4	-5	-10	-11	-15
CC(C)CCC(=O)OC1CCC2(C)C(=CCC3C2CCC2(C)C(O)CCC32)C1 (stereo unspecified)	73*	-2	4	36	42	19
N#CCc1ccc(N)cc1	0	-1	4	-11	1	-58
CCOC(=O)C(Cc1c[nH]c2ccc(N(CCCl)CCCl)cc12)(NC(C)=O)C(=O)OCC	6	3	-7	22	18	25
CN1c2ccccc2C(=O)NC12CCNCC2	1	-18	-9	-5	-13	1
CSCCOC(=O)C(O)(C1=CCC=CC1)c1ccccc1 (stereo unspecified)	10	-8	-21	19	17	-1
Nc1c(Cl)cc([N+](=O)[O-])cc1Cl	58	3	11	-1	8	-6
CN(C)CCCN1CCCCC1	-8	-1	7	-4	9	4

Complete entries, quoted from the list:
Results for CCC1(NC(=O)CCl)C(=O)NC(=O)NC1=O : yeast mlh1 rad18 = -18; yeast mec2-1 = -4; yeast bub3 = -5; yeast sgs1 mgt1 = -10; rad50 = -11; cln2 rad14 = -15
Results for COC1(O[C@H]2CC[C@H]3[C@@H]4CCC5=CC(=O)CC[C@]5(C)[C@H]4CC[C@]23C)CCCCC1 : yeast mlh1 rad18 = 99*; yeast mec2-1 = 100*; yeast bub3 = 99*; yeast sgs1 mgt1 = 100*; rad50 = 99*; cln2 rad14 = 99*

Grouped by structure: the entries above with nitrogen in an aromatic ring.
SMILES	yeast mlh1 rad18	yeast mec2-1	yeast bub3	yeast sgs1 mgt1	rad50	cln2 rad14
Cn1c(=O)n(C)c(=O)n(C)c1=O	-13	7	15	-5	4	-2
O=NNc1ccc2cccnc2n1	-2	-12	-1	-9	-28	-9
CCOC(=O)C(Cc1c[nH]c2ccc(N(CCCl)CCCl)cc12)(NC(C)=O)C(=O)OCC	6	3	-7	22	18	25

Given in CSV form: two of the compounds above.
SMILES,yeast mlh1 rad18,yeast mec2-1,yeast bub3,yeast sgs1 mgt1,rad50,cln2 rad14
CSCCOC(=O)C(O)(C1=CCC=CC1)c1ccccc1 (stereo unspecified),10,-8,-21,19,17,-1
O=CC(O)C(O)C(O)C(O)COP(=O)(O)Cc1ccccc1 (stereo unspecified),8&-48,-25&-12,-9&-10,-33&-62,5&-45,28&-25

The results go on.
SMILES	yeast mlh1 rad18	yeast mec2-1	yeast bub3	yeast sgs1 mgt1	rad50	cln2 rad14
Br[C](Br)(Br)[Hg][c]1ccccc1	.	90*	89*	90*	87*	89*
CCN(CC)C(=S)SCc1ccccc1OC(=O)NC	-6	-9	33	7	-4	-44
CCN(CC)C(=S)[S-].CCN(CC)C(=S)[S-].O=C(O)CC([S-])C(=O)O.[Fe+3] (stereo unspecified)	87*	56	46	77*	62	44
[C-]#[O+].[C-]#[O+].[C-]#[O+].[C-]#[O+].[Mo].c1ccc([As](CC[As](c2ccccc2)c2ccccc2)c2ccccc2)cc1	7	0	1	-6	3	-6
CC12CCC3C(CCC4=CC(=O)CCC43C=O)C1CCC2Oc1ccccc1 (stereo unspecified)	26	-10	12	25	21	24
CSc1nsc(-c2ccccc2)[s+]1	18	-12	-9	3	13	-74
O=[N+]([O-])/C=C\C(Cl)(Cl)Cl	91*	93*	90*	92*	92*	92*
C#CCOCC(O)C[As](=O)(O)c1cccc(Cl)c1 (stereo unspecified)	-9	16	11	8	6	-5
Cc1cccc2cc3ccccc3c[n+]12	91*	84*	54	97*	90*	62
CCC[CH2][Sn]1([CH2]CCC)[S]CC[N]1S(=O)(=O)c1ccc(C)cc1	92*	94*	92*	93*	92*	92*
C[n+]1[se]nc2cc(C(=O)c3ccccc3)ccc21 (tested in a mixture with another compound)	99*	99*	99*	99*	99*	99*
ClC(Cl)(Cl)C(Cl)(Cl)Cl	-12	4	-23	-30	-14	-4
CCC1(CC)C(=O)NC(=O)N(C)C1=O	25	10	8	32	33	29
CC12CCC(O)CC1CCC1C2CCC2(C)C(C3=CC(=O)OC3)CCC12 (stereo unspecified)	42	18	12	31	7	12
CC1=CC2=C(C)C3(CC3)[C@@](C)(O)C(=O)C2=C1	-15	14	27	56	45	24
CCCCCC(=O)P(=O)(OCC)OCC	-4	12	1	-12	30	9
ICc1nc2ccccc2[nH]1	6	-4	-14	4	16	-2
ClCc1nc2ccccc2s1	-9	-4	-5	-17	-10	-85
C1=CC2CCC1C2	8	4	-6	-7	16	-52
N.N.N.N.[Co+3].[O-][Cl+3]([O-])([O-])[O-].[OH3+].[OH3+]	-14	-1	-6	-22	-25	14
O=C1NN2CCCN=C2c2cnccc21	-7	4	28	11	-12	-35
CN1C(=O)NC(c2cccc(N(CCCl)CCCl)c2)C1=O (stereo unspecified)	40	20	22	14	26	12
CC(=O)NN=C(N)N	6&14	3&-2	-10&-7	12&-1	-2&3	-24&-30
COP(=O)(OC)OC.COP(=O)(OC)OC.COP(=O)(OC)OC.COP(=O)(OC)OC.COP(=O)(OC)OC.COP(=O)(OC)OC.[Mn+2].[O-][Cl+3]([O-])([O-])O	-9	-35	-18	-17	43	-15
O=c1[nH]c(O)c(N=Nc2ccc([N+](=O)[O-])cc2[N+](=O)[O-])c(=O)[nH]1	7	15	-12	22	15	15
C[P+](C)(C)C	-7&-27	7&-17	-17&12	1&-7	-7&16	-6&1
O=C(NN=C1CCN(Cc2ccccc2)CC1)C(O)(c1ccccc1)c1ccccc1	-1	-6	-14	14	-14	-8
O=C(O)C1CC=CCC1C(=O)C(Cl)(Cl)Cl (stereo unspecified)	-14	-9	4	0	4	-29
CS(=O)(=O)c1ccc([As](=O)(O)O)cc1	-12	0	5	21	6	-34

Only part of the results is shown, so the mix of outcomes need not match the whole.
